Assay outcomes (PubChem)
NCOA3 inh: SRC3 coactivator transcriptional activity inhibitors, primary screen, cell-based, luminescence; Nuclear receptor coactivator 3 (Homo sapiens), Q9Y6Q9; HEK293 GAL4-SRC3 luciferase reporter; inhibition, % at 3.6 µM; 360,000 tested, 0.17% active;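 active means inhibition above a per-campaign cutoff, the mean of all compounds plus 3 SD, cut at about 60% in these data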;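 further: 0% = DMSO-treated cells and 100% = gossypol-treated cells at 36 µM; higher means less SRC3-driven luciferase light from the GAL4 reporter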
EBV LMP1 NFkB: EBV LMP1-driven NF-kappaB luciferase reporter inhibitors, primary screen, cell-based, luminescence, single point; inhibition, % at 12.5 µM; LMP1-induced NF-kappaB luciferase reporter cells; 350,000 tested, 0.69% active; in the data active means inhibition above about 41%;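 further: 0% = neutral control wells and 100% = reference inhibitor control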
MC4R antagonist: MC4R antagonists of cAMP signaling, primary screen, cell-based, TR-FRET, antagonist arm of biased-ligand search | inhibition, % at 6.5 µM | AID 540295, 2011 | MC4R-expressing cells, MTII-stimulated cAMP, LANCE TR-FRET | 360,000 tested, 0.48% active;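 active means inhibition above its plate's cutoff, the mean of tested wells on that plate plus 3 SD, cut at about 29% in these data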;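 further: 0% = Melanotan II alone and 100% = Melanotan II plus saturating MCL0020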
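material = U2OS cells stably expressing human melanocortin 4 receptor (MC4R) | also added = Melanotan II challenge | dosing = single nominal compound dose of 6.5 µM | detection = TR-FRET with Eu-cAMP and labeled anti-cAMP, 671 nm | replication = singlicate | timing = compound 30 min, challenge 1 h, detection 1 h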
MC4R barr agon: MC4R agonists recruiting beta-arrestin, primary screen, cell-based, luminescence, agonist arm of biased-ligand search; U2OS MC4R beta-arrestin complementation; percent of melanotan II response, DMSO zero; Melanocortin receptor 4 (Homo sapiens), P32245; activation, % at 8.9 µM; 360,000 tested, 0.98% active; AID 540308, 2011;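 active means activation above a per-plate cutoff, the mean activation of sample wells on that plate plus 3 SD, cut at about 8% in these data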
COUP-TFII inh: NR2F2 transcriptional activity inhibitors, primary screen, cell-based, luciferase reporter, HEK293T, luminescence; HEK293T NGFI-A luciferase reporter; inhibition, % at 8.6 µM; 370,000 tested, 0.7% active; AID 686940, 2013;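 active means inhibition above a per-plate cutoff, mean inhibition of test wells between control levels plus 3 SD, cut at about 38% in these data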;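 further: cells cotransfected with COUP-TFII expression vector driving the NGFI-A reporter; 0% = median of COUP-TF2 test wells and 100% = reporter-only cells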
NR5A2 inv ag: LRH-1 (NR5A2) inverse agonists, primary screen, cell-based, luminescence, HEK293T, StAR-luciferase reporter. Nuclear receptor subfamily 5 group A member 2 (Homo sapiens), O00482. LRH-1 transfected, 24 h. inhibition, % at 3.6 µM. 360,000 tested, 0.13% active. AID 602396, 2012;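 active means inhibition above the mean inhibition of all tested compounds plus 3 SD, cut at about 73% in these data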;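 further: 0% = DMSO wells and 100% = reporter-only cells lacking LRH-1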
TLR9-MyD88 block: inhibitors of TLR9-MyD88 association in cells, primary screen, cell-based, CHO, BLA complementation, fluorescence; CCF4 FRET ratio; inhibition, % at 4.98 µM; 340,000 tested, 0.21% active;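 active means inhibition above the mean over all tested compounds plus 3 SD, cut at about 21% in these data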;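 further: 0% = DMSO only wells and 100% = clavulanate BLA inhibitor control wells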
ABHD5 PLIN5 PPI: ABHD5-PLIN5 interaction inhibitors, primary screen, cell lysate, split luciferase complementation, luminescence. Perilipin-5 (Homo sapiens) + 1-acylglycerol-3-phosphate O-acyltransferase ABHD5 (Homo …. Split G. princeps luciferase complementation, 4 h. inhibition, % at 4 µM. 360,000 tested, 0.78% active. AID 602281, 2012;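 active means inhibition above the mean inhibition across every tested compound plus 3 SD, cut at about 22% in these data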;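 further: 0% = DMSO only wells and the 100% control is not disclosed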
Target sequence (Q00G26 whole entry, looked up): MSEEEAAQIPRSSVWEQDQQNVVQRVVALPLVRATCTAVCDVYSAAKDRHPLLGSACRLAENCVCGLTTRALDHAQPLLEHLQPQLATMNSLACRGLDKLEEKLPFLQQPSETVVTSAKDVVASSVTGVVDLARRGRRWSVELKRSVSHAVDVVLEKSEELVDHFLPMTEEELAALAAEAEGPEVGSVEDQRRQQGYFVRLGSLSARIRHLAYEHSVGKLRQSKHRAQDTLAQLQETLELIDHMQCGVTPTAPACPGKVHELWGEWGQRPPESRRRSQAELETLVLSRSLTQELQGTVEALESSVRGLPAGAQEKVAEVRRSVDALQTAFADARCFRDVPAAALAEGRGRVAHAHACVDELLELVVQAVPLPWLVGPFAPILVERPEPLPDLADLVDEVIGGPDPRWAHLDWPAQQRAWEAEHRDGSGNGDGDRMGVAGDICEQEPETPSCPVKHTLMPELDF
Target sequence (Q8WTS1 whole entry, looked up): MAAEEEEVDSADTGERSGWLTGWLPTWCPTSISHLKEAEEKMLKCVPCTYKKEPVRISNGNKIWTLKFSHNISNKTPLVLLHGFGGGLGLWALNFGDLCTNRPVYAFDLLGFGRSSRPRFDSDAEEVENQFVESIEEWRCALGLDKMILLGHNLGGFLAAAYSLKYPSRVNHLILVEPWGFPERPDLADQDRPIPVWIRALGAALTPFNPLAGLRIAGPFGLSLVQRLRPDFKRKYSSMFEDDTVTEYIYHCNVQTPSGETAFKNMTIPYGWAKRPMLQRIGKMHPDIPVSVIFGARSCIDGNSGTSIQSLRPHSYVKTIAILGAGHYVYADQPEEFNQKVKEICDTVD
NCOA2 inhibitor: inhibition of GAL4-SRC2 driven luciferase reporter, primary screen, SRC2 inhibitor project, cell-based, luminescence; AID 651957, 2012; 370,000 tested, 0.17% active; HEK293 GAL4-SRC2 luciferase reporter; inhibition, % at 9 µM; Nuclear receptor coactivator 2 (Homo sapiens), Q15596;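 active means inhibition above the mean inhibition of all tested compounds plus 3 SD, set per campaign, cut at about 52% in these data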;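 further: 0% = DMSO treated cells and 100% = cells given Gossypol at 36 µM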
NOD2-RIPK2 inh: NOD2-RIPK2 binding disruptors in cells, primary screen, fluorescence, CHO cells, BLA complementation. Receptor-interacting serine/threonine-protein kinase 2 (Homo sapiens), O43353. CCF4 ratio. inhibition, % at 4.98 µM. 360,000 tested, 0.38% active. AID 624267, 2012; in the data active means inhibition above about 21%;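 further: 0% = vehicle only and 100% = reference blocker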
NCOA1 inh: SRC1 coactivator transcriptional activity inhibitors, primary screen, cell-based, luminescence; Nuclear receptor coactivator 1 (Homo sapiens), Q15788; HEK293 GAL4-SRC1 luciferase reporter; inhibition, % at 3.6 µM; 360,000 tested, 0.12% active; AID 588354, 2011;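 active means inhibition above the campaign mean plus 3 SD, with each screening campaign given its own cutoff, cut at about 60% in these data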;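 further: 0% = DMSO treated cells and 100% = gossypol at 36 µM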
Active calls of the source: *; & = joins results of further samples; ! = not active in a repeat. Only part of the results is shown (hit frequency here may not be typical).

NCOA3 inh,EBV LMP1 NFkB,MC4R antagonist,MC4R barr agon,COUP-TFII inh,NR5A2 inv ag,TLR9-MyD88 block,ABHD5 PLIN5 PPI,NCOA2 inhibitor,NOD2-RIPK2 inh,NCOA1 inh,structure
-8,-4,6,-0.7,16,0,-10,-3,-17,-3,0,NS(=O)(=O)c1ccc(S(=O)(=O)N2CCCC2)cc1
13,-9,5,-2.1,3,-3,2,5,10,1,-2,N#CCCN(C(=O)COc1ccc(Br)cc1F)c1ccc(F)cc1
3,2,14,-0.8,3,-10,-6,-5,-6,2,9,CCO[C@H]1OC(C(=O)NCc2nc3ccccc3[nH]2)=C[C@@H](c2ccc(C(F)(F)F)cc2)[C@@H]1CCCO
10,-4,18,-1.7,4,-9,-3,-25,6,-2,-10,Cc1ccc(N2C(S)=C(C#N)C(=O)NC2c2ccco2)cc1 (configuration not stated)
1,12,8,-3.0,1,8,8,4,-20,8,-6,Cc1ccc(S(=O)(=O)N2CCCCC2)cc1NC(=O)c1cncc(Br)c1
-8,17,3,-1.5,1,1,-8,-8,21,-1,11,COc1ccc(/C=C/C(=O)Nc2cc(S(=O)(=O)N3CCCCC3)ccc2N2CCCCC2)cc1OC
16,4,1,-0.1,7,-17,-6,1,-12,-13,-7,CCC(C)NC(=O)c1c(F)c(F)c(F)c(F)c1F (configuration not stated)
0,-13,3,-0.8,3,1,8,-7,-65,-15,-15,COc1cc(NC(=S)NC(=O)c2ccccc2F)ccc1NC(=O)c1cccs1
4,-2,-1,-0.3,1,-3,-4,-1,5,8,3,O=C(CS(=O)(=O)c1ccc(Cl)cc1)N1CCN(c2ccccc2)CC1
-20,-4,8,-1.3,-11,-11,3,-2,-28,4,-19,O=C(NC1CCCCNC1=O)c1ccc(Cl)cc1 (configuration not stated)

(continued)
NCOA3 inh,EBV LMP1 NFkB,MC4R antagonist,MC4R barr agon,COUP-TFII inh,NR5A2 inv ag,TLR9-MyD88 block,ABHD5 PLIN5 PPI,NCOA2 inhibitor,NOD2-RIPK2 inh,NCOA1 inh,structure
5,-11,8,-0.7,-11,-11,5,4,-15,3,8,CC(C)OCCCNC(=O)CNC(=O)c1cccs1
4,7,10,-0.1,-15,-28,-1,8,-3,-5,-11,O=C(Cn1c(CO)nc2ccccc21)Nc1cc(C(F)(F)F)ccc1N1CCOCC1
6,-7,2,0.2,-8,7,-6,-1,2,2,-4,COC(=O)C/C=C/N(Cc1ccccc1OC)S(=O)(=O)CCl
1,2,4,-0.6,18,-3,1,-4,10,3,-17,O=C(NCCCN1CCOCC1)C(=O)N/N=C/c1ccccc1
17,-2,8,-0.9,14,17,1,3,21,1,-4,COc1ccc(C2C(C#N)=C(N)N(c3ccccc3C#N)C3=C2C(=O)CCC3)cc1CN1CCCC1 (configuration not stated)
-1,13,-7,-0.2,-42,10,4,-1,5,-7,10,COc1ccc(C2=Nn3c(nnc3-c3cc(C)[nH]n3)SC2)cc1
12,-1,1,-0.5,-20,14,1,0,-4,2,-15,Cn1c(=O)[nH]c2cc(Cl)cnc21
-5,3,6,-5.8,0,-6,-1,2,5,3,7,O=S(=O)(NCc1ccccn1)c1ccc(Cl)c(C(F)(F)F)c1
-2,2,-1,-2.5,-8,7,-11,-5,-18,-15,-23,CCn1cc(/C=N\NC(=O)C2(C)CC2(Cl)Cl)c(C)n1 (configuration not stated)
65*!,37&11,7&22,4.0&7.3,65*,85*,-6&-1,33*,-9,1&-5,38&19,C(C#CCCCCCCCCC[n+]1ccccc1)#CCCCCCCCCC[n+]1ccccc1

(next part)
NCOA3 inh,EBV LMP1 NFkB,MC4R antagonist,MC4R barr agon,COUP-TFII inh,NR5A2 inv ag,TLR9-MyD88 block,ABHD5 PLIN5 PPI,NCOA2 inhibitor,NOD2-RIPK2 inh,NCOA1 inh,structure
-38,-14,-3,-1.7,-28,-45,-1,3,-29,-5,-28,O=C(c1cc2cc(Cl)ccc2o1)N1CCCC1
-13,-4,1,-2.0,-2,12,3,14,14,8,7,O=C(CN1CCN(Cc2ccc3c(c2)OCO3)CC1)N1CCc2[nH]c3ccc(F)cc3c2C1
-6,4,-8,-1.0,3,-8,-8,4,10,-1,4,Cc1cccc2c3c([nH]c12)CCN(C)C3
32,22,-1,-4.8,6,21,9,-9,36,16,11,COc1cc(OC)c(-c2c3cc(O)c(=O)cc-3oc3cc(O)c(O)cc23)cc1OC
9,86*,25,-0.4,-26,-51,4,28*,5,-10,-7,O=C(/C(=C/c1ccc(Cl)cc1)c1nc2ccccc2[nH]1)c1ccccc1
-18,2,7,-1.6,-13,-38,-8,1,-9,4,-17,O=C(NCC1CCCN1S(=O)(=O)c1cccs1)C(=O)Nc1ccc(F)cc1 (configuration not stated)
-1,12,0,-0.3,8,8,-7,9,-7,-7,-2,CCOC(=O)NN=C1c2ccccc2-c2ccccc21
0,2,7,-2.6,-3,-7,5,1,-6,-2,-6,Cc1nc(S(=O)(=O)c2ccc(Cl)cc2)c(N(C)C)o1
-2,-7,-5,1.4,5,-7,-10,1,0,-6,8,Cc1csc(SCC(=O)NCCc2ccc(Cl)cc2Cl)n1
22,13,-2,0.7,2,3,-5,4,13,6,15,CC(=O)c1c(C)n(-c2ccc(Cl)cc2)c2ccc(O)cc12

The listing continues:
NCOA3 inh,EBV LMP1 NFkB,MC4R antagonist,MC4R barr agon,COUP-TFII inh,NR5A2 inv ag,TLR9-MyD88 block,ABHD5 PLIN5 PPI,NCOA2 inhibitor,NOD2-RIPK2 inh,NCOA1 inh,structure
24,7,5,-1.4,9,7,3,4,15,-6,4,CC(=O)c1cccc(NC(=O)CC2Oc3ccc(C)cc3NC2=O)c1 (configuration not stated)
-3,2,5,-0.7,7,-14,-12,-2,-3,-4,-8,CCC(C(=O)NC1CCCC1)N(C(=O)c1snc(C(N)=O)c1N)c1ccc(OC)cc1 (configuration not stated)
-24,2,0,0.4,0,3,-5,-3,-4,5,-7,Cc1ccc2c(C)c(C(=O)N3CCC(O)(c4ccccc4)CC3)oc2c1C
-16,-3,-4,-0.9,-1,34,-6,-13,0,-7,3,COc1cc(C=O)ccc1OCCOCCOc1ccccc1Cl
-4,2,0,0.5,-9,14,-7,-1,-16,-11,-18,COC(=O)[C@@H]1C[C@@]2(O)[C@@H](O)[C@@H](O)[C@@H](O)C[C@H]2N1CC1CCCCC1
2,-5,7,-0.9,-3,-5,13,6,19,-7,-40,O=C(O)Cc1ccc(NC(=O)c2cnccn2)cc1
8,1,2,-1.6,18,10,-10,1,-10,3,-14,Cc1c(CNC2CCC(C)CC2)c(C(=O)O)c(C)n1Cc1ccccc1 (configuration not stated)
5,-20,15,0.2,-9,-5,3,-14,1,-3,-12,OCCCn1c(C2CCCN2c2nc(-c3ccc(Cl)cc3)cs2)nc2cc(C(F)(F)F)ccc21 (configuration not stated)
16,1,1,0.8,5,12,-3,-6,-15,-5,12,CCCCCCc1ccc(N2C[C@H](Cc3ccccc3)[C@@H](CC(=O)Nc3ccccc3)C2=O)cc1
9,1,7,-2.2,8,9,-8,-3,16,-2,-9,Cc1cc(SCC(=O)Nc2cccc(S(=O)(=O)N3CCOCC3)c2)nc2ccccc12

Following part
NCOA3 inh,EBV LMP1 NFkB,MC4R antagonist,MC4R barr agon,COUP-TFII inh,NR5A2 inv ag,TLR9-MyD88 block,ABHD5 PLIN5 PPI,NCOA2 inhibitor,NOD2-RIPK2 inh,NCOA1 inh,structure
13,-3,-2,-0.4,-11,-6,8,2,2,-2,-24,CCOc1ccc(S(=O)(=O)N(CC)CC)cc1NS(=O)(=O)c1ccc(F)c(F)c1F
-5,-2,1,-2.5,-5,3,-7,-11,-19,3,-9,CC1C(=O)N(Cc2cn(CCC3OCCO3)nn2)CCS(=O)(=O)N1Cc1ccc(-c2cccc(N(C)C)c2)cc1 (configuration not stated)
26,14,1,28*,-6,-6,3,1,-9,-5,-9,COc1cc(-c2nnc(COc3ccc(Cl)cc3C)o2)cc(OC)c1OC
-68,-5,2,-1.8,-30,-91,10,-9,-27,-10,-110,CN(CC(=O)N1CCc2ccccc21)S(=O)(=O)c1cccs1
-37,-10,2,3.3,-22,-21,-4,1,-18,0,-39,CCS(=O)(=O)NCCc1csc(-c2ccccc2)n1
-5,-13,-2,-2.1,-9,-5,11,-9,0,6,-8,Cc1cc(SCC(=O)c2cc3ccccc3o2)nc2ccccc12
8,18,0,1.1,42*,6,-6,1,-3,6,-2,Cc1ccc(OCc2nnc(SCc3nc4ccccc4[nH]3)n2Cc2ccco2)cc1
-17,0,15,1.6,12,11,-1,-13,-3,-1,-5,Cc1ccc(N2OC3C(=O)NC(=O)C3C2c2ccco2)cc1 (configuration not stated)
-1,5,0,-0.8,13,-11,7,6,3,4,6,COc1ccc(OC)c(C(=O)CN2CCN(S(=O)(=O)c3ccc(Br)cc3)CC2)c1
12,-1,-2,1.0,12,1,9,-1,11,-3,-12,C=CCNc1ccc(F)c(F)c1N1CCCCCC1=O
19,32,-20,-1.4,-83,21,5,1,35,5,-2,Cn1nnnc1Sc1ncnc2scc(-c3ccc(Cl)cc3)c12
10,-1,11,-0.9,3,-8,3,-1,-12,2,-4,O=C(CCSc1nnc(-c2ccc(O)cc2)o1)N1CCOCC1
